p53ts 39C kill – qHTS Screen for Compounds that Selectively Target Cancer Cells with p53 Mutations: Cytotoxicity of p53ts Cells at the Nonpermissive Temperature. H1299-p53A138V viability at 39C, ATP luminescence, 24 h. Potency, µM (highest dose often 46.1 µM), inactives show at the top dose activity change, negative = cell killing, actives largely listed as cytotoxic. 130,000 tested, 1.5% active. AID 902, 2007; further: nearly all actives have a fitted effect of over 55% in size
p53ts 32C tox – qHTS Screen for Compounds that Selectively Target Cancer Cells with p53 Mutations: Cytotoxicity of p53ts Cells at the Permissive Temperature | H1299-p53A138V at 32C, ATP luminescence viability, 24 h | Potency, µM (doses to about 46.1 µM), for inactives: at the top dose activity change, negative = cytotoxicity, actives largely listed as cytotoxic | 130,000 tested, 0.93% active | AID 924, 2007;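 further: 0% = DMSO and -100% = full killing by reference compound; nearly all actives have a fitted effect of over 55% in size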
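ATP-content luminescence (ATPlite) read-out after 24 h compound exposure at 32C in H1299-p53A138V cells (600/well). Tested up to 46 uM. Normalized to DMSO (0%) and 100 uM tamoxifen (100% killing); Hill-fit AC50.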
IkB sig inh – IkB Signaling | AID 445, 2006 | ABC-DLBCL IkBa-CBG/CBR dual luciferase ratio, 4 h; response scale: scaled: untreated 0%, proteasome inhibitor 100% | Potency, µM (highest dose often 57.1 µM), inactives show at the top dose IkBa stabilization activation | 110,000 tested, 0.04% active; active means well fitted curve in the direction sought with a large enough effect in the signal ratio, not every such curve was filed as active; inconclusive means small, poorly fitted or top-dose-only effect, or a change in a side signal; the % refers to the signal ratio;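 further: the direction sought is a rising ratio; 0% = basal untreated cells and 100% = reference inhibitor full response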
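In this assay, an IκBα–CBG68 fusion accumulates when IKK-driven degradation is blocked; native CBR normalizes for cell number. OCI-Ly3 cells were treated 4 h with compound and doxycycline, then green and red light read after Chroma-Glo addition.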
Peg3 imprint – qHTS Assay for Compounds that Induce Erasure of Genomic Imprints; mouse ES Peg3-LacZ reporter, beta-gal luminescence, 40 h; Potency, µM (titrated, usually from 60.7 µM), for inactives: top-dose activity change, positive = activation, hits mostly activators; 110,000 tested, 0.02% active;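 further: 0% = negative control wells on the plate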
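Imprint erasure is scored as LacZ activity from the silenced maternal Peg3 allele in feeder-free female ES cells cultured 40 h with LIF. Luminescence is normalized to in-plate negative controls and fitted to the Hill equation.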
Numbers without * were called inactive; ? = inconclusive; · = not tested or not shown; [ ] = another dose, or the depositor's remark. Unless noted, the call rests on the fitted dose curve; in most records, active means well fitted curve in the direction sought with a large enough effect; inconclusive means small, poorly fitted or top-dose-only effect, or another doubt; inactive means no such curve, though single readings can be large; an effect the other way counts as inactive or inconclusive. Unless noted, on the % scale 0 is the no-effect control and ±100 the full control effect; potency means the concentration at half of the fitted maximal effect.

SMILES	Peg3 imprint	p53ts 39C kill	IkB sig inh	p53ts 32C tox
Cc1nn(C)c(C)c1S(=O)(=O)N1CCCC(C(=O)N2CCN(c3ccc(Cl)cc3)CC2)C1 (configuration not stated)	-4.8%	-13.2%	?	-7.5%
Cc1cccc(-n2c(C)nc3cc(C(=O)NC4CCCCCC4)ccc32)c1	-10.8%[10.9 µM]	?	-3.4%	9.6%
Cc1ccc(C)c(N(C)S(=O)(=O)c2ccc3[nH]cc(C(=O)NC4CCCC4)c(=O)c3c2)c1	-23.0%[10.9 µM]	?	?	30.3%[activator]
Cc1ccc(Cn2c(C)c(CNC(C)c3ccccc3)c(C(=O)O)c2C)cc1 (configuration not stated)	-7.0%[10.9 µM]	-7.4%	1.1%	3.3%
Cc1ccccc1-n1c(Cn2c(=O)sc3ccccc32)nnc1SC(C)C	-16.6%	0.0%	2.8%	13.0%
COc1ccc(-c2cc(C(=O)Nc3cnn(Cc4ccc(F)cc4)c3)no2)cc1OC	-7.7%[10.9 µM]	-18.4%	5.7%	-1.3%
COc1cc2[nH]c3c(=O)n(CCN4CCCCC4)cnc3c2cc1OC	-8.8%	-3.1%	1.2%	2.3%
Cn1cnc2c(=O)oc3ccc(S(=O)(=O)Nc4ccc(F)cc4)cc3c21	12.8%[10.9 µM]	12.6µM*	5.2%	-14.9%
CCCCNC(=O)CCn1c(=O)c2ccccc2n(CC(=O)N2CC(C)CC(C)C2)c1=O (configuration not stated)	9.9%	15.3%	-0.7%	-4.7%
CCCCN(Cc1ccccc1)C(=O)c1oc(=O)c2ccccc2c1-c1ccc(C)cc1	-17.0%[10.9 µM]	-3.1%	-1.1%	12.5%
O=C(c1csc2c1CCCC2)N1CCCCC1	-0.3%	2.6%	-2.4%	-10.3%
Cc1ccc(S(=O)(=O)N(CC(=O)O)Cc2ccccc2)cc1	-4.6%	3.9%	2.3%	1.7%
COc1ccc(NC(=O)CC2C(=O)N(c3ccccc3)C(=O)N2C2CCCCC2)cc1 (configuration not stated)	-4.2%[10.9 µM]	-15.0%	0.8%	-2.9%
Cc1ccc(N2C(=O)C3C4C=CC(C4)C3C2=O)cc1 (configuration not stated)	·	7.3%	-3.9%	-12.7%
CCN1CCC[C@@H]1CNC(=O)c1c(O)c(Cl)cc(Cl)c1OC	·	11.6%	6.5%	-13.6%
Cc1ccc(NC(=O)CN(C)S(=O)(=O)c2cnc[nH]2)cc1C	0.6%	-19.0%	-0.2%	-24.0%
CC(=O)Nc1c(C(=O)c2ccc(F)cc2)oc2ccccc12	8.5%	-1.1%	0.0%	-6.3%
COc1ccc(Oc2ncc3nc(-c4cc(F)cc(F)c4)c(=O)n(C)c3n2)cc1	·	?	1.1%[11.4 µM]	-3.6%
Cc1nnc(SCC(=O)N2CCN(Cc3ccccc3)CC2)s1	-12.1%	-10.7%	1.0%	-6.8%
Cc1c(C(=O)Nc2ccc(C(=O)O)cc2)cnn1C	-37.9%[inhibitor]	-7.5%	1.4%	0.4%
CC(C)(C)C1CCC2(CC1)CCN(CCCN1CCOCC1)CC2	-20.0%[10.9 µM]	3.5%[9.22 µM]	0.3%[11.4 µM]	-5.7%[9.22 µM]
O=S1(=O)CC(O)C(Nc2ccccc2Cl)C1 (configuration not stated)	·	-6.6%	·	4.8%
O=C(Nc1ccccc1)N(Cc1cccnc1)Cc1ccco1	-2.3%	5.9%	-0.8%	-6.2%
Cc1ccccc1-c1nnn(CC(=O)NCc2ccc3c(c2)OCO3)n1	-7.7%	-11.0%	6.1%	-13.6%
COc1cccc(OC)c1C(=O)Nc1nnc(C)s1	-8.4%[10.9 µM]	-0.3%	-3.8%	0.4%
Cc1cc(-n2c(C)cc(C(=O)CSc3ccc4c(c3)OCCO4)c2C)no1	-16.4%	-7.9%	?	-5.7%
NC[C@@H]1O[C@@H](O[C@H]2[C@H](O)[C@H](O[C@@H]3O[C@H](CO)[C@@H](O)[C@H](N)[C@@H]3O)[C@@H](N)C[C@H]2N)[C@H](N)C[C@@H]1O	12.7%[16.8 µM]	9.5%[20.6 µM]	-0.5%[25.6 µM]	-3.3%[20.6 µM]
CN(C)S(=O)(=O)N(CC(=O)NCCSc1ccc(Cl)cc1)c1ccccc1	5.8%[10.9 µM]	-5.6%	?	-2.1%
CNC(=O)CSCCn1c(SCC(=O)NC)nc2ccccc2c1=O	-8.7%	0.6%	1.3%	11.0%
COc1ccc(C2=CC(c3ccc(F)cc3)n3ncc(C(=O)Nc4ccc(C)cc4)c3N2)cc1 (configuration not stated)	?	1.1%	?	25.2%
CCc1cccc(C)c1NC(=O)C1=C(C)C(=O)OC12CCC(C)CC2 (configuration not stated)	-3.8%[10.9 µM]	7.5%	2.0%	-3.2%
CC(c1ccccc1)C1CC(=O)N(Cc2ccco2)C1=O (configuration not stated)	-3.3%	-1.3%	-0.2%	12.4%
C=C(C)COc1ccc(-c2n[nH]c(C)c2Oc2ccccc2OC)c(O)c1	-23.8%	?	?	?
COc1ccc(S(=O)(=O)N(CC(=O)Nc2ccc3c(c2)OCO3)c2ccc(C)cc2)cc1	-5.2%[10.9 µM]	-15.3%	?	2.2%
Cc1cc(C)nc(N2CCCC(C(=O)Nc3nnc(C)s3)C2)n1 (configuration not stated)	-4.7%	-6.5%	0.1%	0.6%
Cc1ccc(-c2nc3cccc(C)n3c2Nc2ccc3c(c2)OCCO3)cc1	-8.7%[10.9 µM]	7.1%	-0.4%	4.8%
COc1ccc(NCc2ccc(OC)c(OC)c2)cc1	·	0.1%	·	-1.3%
COc1ccc2c(CNCCc3ccccc3)c(C(=O)O)n(Cc3cccc(F)c3)c2c1	-6.4%[10.9 µM]	9.1%	?	8.4%
CCCc1nn2c(=O)cc(COC(=O)c3cccc(NC(=O)c4ccc(OCC)cc4)c3)nc2s1	-40.8%[inhibitor][10.9 µM]	-16.0%	?	-12.1%
Cc1oc(C)c2c(=O)ccc3c(c12)OC(N)=C(C#N)C3c1ccccc1 (configuration not stated)	-9.6%	8.8%	?	0.1%
CCN(Cc1ccccc1)Cc1c(O)ccc2oc(C)c(C(=O)Nc3ccccc3C)c12	-10.5%[10.9 µM]	-11.7%	?	3.1%
CCOc1ccccc1C(=O)NCC(=O)OCC(=O)NCCc1ccc(S(N)(=O)=O)cc1	-4.1%	1.3%	1.0%	2.8%
CCOC(=O)C1CCN(Cc2ccc(OC)cc2OC)CC1	·	2.5%	·	-0.1%
Cc1ccccc1-c1nc2c(c(SCc3cccc(Cl)c3)n1)Cc1c(CO)cnc(C)c1O2	-9.0%[10.9 µM]	10.1%	-2.1%	1.6%
CC(=O)c1sc(Nc2ccccn2)nc1C	·	5.5%	-4.2%	1.5%

In another format: entries from further up.
Cc1ccccc1-c1nnn(CC(=O)NCc2ccc3c(c2)OCO3)n1
  Peg3 imprint = -7.7%
  p53ts 39C kill = -11.0%
  IkB sig inh = 6.1%
  p53ts 32C tox = -13.6%
COc1cccc(OC)c1C(=O)Nc1nnc(C)s1
  Peg3 imprint = -8.4%[10.9 µM]
  p53ts 39C kill = -0.3%
  IkB sig inh = -3.8%
  p53ts 32C tox = 0.4%
Cc1cc(-n2c(C)cc(C(=O)CSc3ccc4c(c3)OCCO4)c2C)no1
  Peg3 imprint = -16.4%
  p53ts 39C kill = -7.9%
  IkB sig inh = ?
  p53ts 32C tox = -5.7%
NC[C@@H]1O[C@@H](O[C@H]2[C@H](O)[C@H](O[C@@H]3O[C@H](CO)[C@@H](O)[C@H](N)[C@@H]3O)[C@@H](N)C[C@H]2N)[C@H](N)C[C@@H]1O
  Peg3 imprint = 12.7%[16.8 µM]
  p53ts 39C kill = 9.5%[20.6 µM]
  IkB sig inh = -0.5%[25.6 µM]
  p53ts 32C tox = -3.3%[20.6 µM]

Following part
SMILES	Peg3 imprint	p53ts 39C kill	IkB sig inh	p53ts 32C tox
O=C1CC(c2ccc(O)c(O)c2)Oc2cc(O)cc(O)c21 (configuration not stated)	-0.7%	33.1%[activator]	·	54.7%[activator]
Cc1cc(C)n(-c2ncc(-c3ccccc3)nn2)n1	-51.8%[inhibitor]	-11.0%	?	-3.8%
O=S(=O)(c1ccc2nc(Cc3ccccc3)[nH]c2c1)N1CCOCC1	-15.8%	-4.3%	0.2%	-2.2%
Cc1ccccc1CNC(=O)Cc1csc2ccccc12	-5.6%[10.9 µM]	-12.3%	?	-10.5%
COc1ccccc1N=CC1=C(O)CC(c2ccccc2)CC1=O (configuration not stated)	·	2.2%	·	14.2%
Cc1ccc(S(=O)(=O)c2nc(-c3ccccc3)oc2NCCN2CCOCC2)cc1	-13.3%	1.2%	3.6%	4.7%
COc1ccc(-c2nnc(SCC(=O)Nc3c(C)cccc3C)nc2-c2ccc(OC)cc2)cc1	-16.1%[10.9 µM]	-9.2%	8.9%	2.4%
COc1ccc(NC(=O)c2ccc3c(c2)CCN3S(=O)(=O)c2ccccc2)cc1	-16.9%[10.9 µM]	-28.0%	?	-5.0%
CCOc1ccc(C2c3c(oc4cc(C)c(C)cc4c3=O)C(=O)N2CCCN(C)C)cc1OC (configuration not stated)	-22.3%	0.7%	-0.1%	-1.7%
Cc1cc(C)n(-c2ccc(C(=O)NCc3cccs3)cc2)n1	-22.9%	-13.7%	1.3%	-1.7%
COc1ccccc1Nc1ncc2c(n1)CCN(Cc1ccc(C)s1)C2	-15.0%[10.9 µM]	-1.7%	1.9%	-5.8%
Cc1ccc(-c2noc(-c3nnn(-c4cccc(C(F)(F)F)c4)c3N)n2)cc1	-8.0%[10.9 µM]	1.5%	-1.9%	6.2%
Cc1ccc2oc(C(=O)N(Cc3ccccc3F)C3CCS(=O)(=O)C3)c(C)c2c1 (configuration not stated)	-3.6%[10.9 µM]	4.1%	-0.6%	13.0%
COc1ccc(C2C(C(=O)O)c3ccccc3C(=O)N2C)cc1Br (configuration not stated)	-2.7%	-1.5%	-0.1%	3.1%
CC1(C)CC(=O)c2cc(C(=O)NC3CCSC3=O)c(=O)n(-c3ccccc3)c2C1 (configuration not stated)	-3.4%	-9.0%	1.6%	-5.9%
COc1ccc(-n2c(N)c(C(=O)NCC3CCCO3)sc2=S)cc1 (configuration not stated)	9.5%	2.8%	-0.5%	-1.1%
C/C(Cl)=C\Cn1c(NCCc2ccccc2)nc2c1c(=O)n(C)c(=O)n2C	-9.3%	5.1%	5.3%	0.5%
COc1cc(OC)c(NC(=O)c2ccc3nc(C(C)C)oc3c2)cc1Cl	?	-12.7%	-0.4%	4.8%
COc1ccc(CNC(=O)c2cc3ccccn3n2)c(OC)c1	-7.4%[10.9 µM]	1.5%	-2.2%	-6.2%
CCCCCn1c(N2CCOCC2)nc2c1c(=O)n(CC(N)=O)c(=O)n2C	1.8%	-8.0%	0.2%	2.8%
Cc1ccc2nc(Cl)c3cc(C(=O)NC4CCC(C)CC4)sc3c2c1 (configuration not stated)	-4.5%[10.9 µM]	14.5%	2.0%	5.8%
CCc1ccc(C2=Nn3c(nnc3-c3cccs3)SC2)cc1	-16.9%	-18.3%	0.2%	1.3%
COc1ccc2cc3cc(C(=O)NCCc4ccccc4)sc3nc2c1Cl	-14.3%[10.9 µM]	-16.8%	-1.4%	-16.5%
C#CCCCO/N=C1/C[C@@H](O)[C@@H](O)[C@@H]2[C@@H]3C(=O)N(c4cccc(Oc5ccccc5)c4)C(=O)[C@H]3CC[C@H]12	·	-5.1%[9.22 µM]	·	4.9%[9.22 µM]
CCc1ccccc1NC(=O)Cn1c(=O)n(Cc2ccc3c(c2)OCO3)c(=O)c2ccc(C(=O)NC3CCCCC3)cc21	-9.7%[10.9 µM]	20.2%	-2.3%	4.6%
CC(C)(C)n1nnnc1C(c1ccc(C#N)cc1)N1CCCC2(CCCCC2)C1 (configuration not stated)	17.5%	-12.1%	-0.7%	26.7%
COc1cc2c(cc1OC)-c1cc(NCc3ccccn3)nc(=O)n1CC2	-2.1%	4.7%	-2.4%	-1.3%
CCOC(=O)Nc1sc(C)c(C)c1C(N)=O	·	14.1%	·	-3.2%
